Compound activity (PubChem BioAssay)
M1 PAM = potentiates human M1 receptor response to acetylcholine; activation, % at 3 µM; AID 588819; 360,000 tested, 0.088% active; P11229; CHO-K1 hM1, Fluo-8 calcium fluorescence, ACh EC20; 0% = ACh EC20, 100% = maximal ACh; in the data active = activation above about 19%, passing the limit was not always enough
M1 ag = agonists of human M1 muscarinic receptor; P11229; CHO-K1 hM1, Fluo-8 calcium fluorescence, agonist mode; 0% DMSO, 100% acetylcholine EC100; activation, % at 3 µM; 360,000 tested, 0.33% active; AID 588814;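 active = activation above the run's mean compound activation plus 3 SD, cut at about 16% in these data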;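 note: peak over basal fluorescence ratio within a 140 s kinetic read after compound addition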
M1 antag = blocks human M1 muscarinic receptor; 360,000 tested, 1.3% active; inhibition, % at 3 µM; P11229; CHO-K1 hM1, Fluo-8 calcium fluorescence, ACh EC80 antagonist;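 active = percent inhibition above its own plate's cutoff, namely the mean of that plate's compound wells plus 3 SD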;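 note: peak over basal fluorescence ratio during 140 s after agonist addition; 0% = ACh EC80 plus DMSO and 100% = DMSO alone without agonist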
M4 antag = CHRM4 antagonism in calcium assay; inhibition, % at 3 µM; CHO-hM4 cells, ACh EC80, Fluo-8 calcium fluorescence; 360,000 tested, 0.73% active;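 active = inhibition above its plate's cutoff, the mean inhibition of sample wells plus 3 SD, cut at about 27% in these data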;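 note: 0% = acetylcholine EC80 with DMSO and 100% = DMSO without agonist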
CHRM4 agonist = CHRM4 agonism in calcium assay; P08173; 360,000 tested, 0.14% active; activation, % at 3 µM; AID 624127; CHO-K1 hM4/Gqi5, Fluo-8 calcium fluorescence; vehicle 0%, full acetylcholine response 100%;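 active = activation above the run mean over all test wells plus 3 SD, cut at about 32% in these data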;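 note: peak over basal fluorescence ratio per well then scaled between controls; 0% = DMSO wells and 100% = acetylcholine at EC100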
CHRM5 PAM = potentiates acetylcholine response at human M5 receptor; CHO-K1 hM5, Fluo-8 calcium, ACh EC20 PAM; 0% = ACh EC20, 100% = ACh EC100; activation, % at 3 µM; 360,000 tested, 0.3% active;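 active = activation above the run cutoff, the mean activation of all test compounds plus 3 SD, cut at about 18% in these data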
Target sequence (P08912 whole entry, looked up): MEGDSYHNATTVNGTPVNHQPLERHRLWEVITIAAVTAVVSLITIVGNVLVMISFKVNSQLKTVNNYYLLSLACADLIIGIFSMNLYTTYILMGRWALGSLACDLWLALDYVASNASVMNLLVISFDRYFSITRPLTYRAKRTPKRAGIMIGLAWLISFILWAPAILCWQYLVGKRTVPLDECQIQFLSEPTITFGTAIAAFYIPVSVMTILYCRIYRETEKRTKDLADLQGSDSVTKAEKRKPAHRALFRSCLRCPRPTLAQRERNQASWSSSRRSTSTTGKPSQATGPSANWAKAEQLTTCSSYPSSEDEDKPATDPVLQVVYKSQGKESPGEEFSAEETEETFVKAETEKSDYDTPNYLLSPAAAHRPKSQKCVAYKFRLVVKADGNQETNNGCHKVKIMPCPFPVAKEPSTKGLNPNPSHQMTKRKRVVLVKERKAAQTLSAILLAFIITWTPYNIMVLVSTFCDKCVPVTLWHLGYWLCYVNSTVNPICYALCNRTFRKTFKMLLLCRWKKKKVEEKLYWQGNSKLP
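System – CHO-K1 hM5 cells · Compound – 3 µM, single dose · Incubation – compound preincubation 140 s before EC20 acetylcholine addition · Technique – Fluo-8 calcium fluorescence · Measure – Max/basal fluorescence ratio as % of EC20–EC100 ACh window · Benchmarks – low control EC20 acetylcholine (0%), high control EC100 acetylcholine (100%) · Replication – singlicate, one well per test compound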
TAAR1 agonist = human TAAR1 agonism; Q96RJ0; CHO RD-HGA16 TAAR1, Fluo-8 calcium fluorescence; vehicle wells 0%, saturating PEA agonist 100%; activation, % at 3 µM; 360,000 tested, 0.99% active;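 active = activation above the mean activation of all test compounds in the run plus 3 SD, cut at about 38% in these data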
Target sequence (Q96RJ0 whole entry, looked up): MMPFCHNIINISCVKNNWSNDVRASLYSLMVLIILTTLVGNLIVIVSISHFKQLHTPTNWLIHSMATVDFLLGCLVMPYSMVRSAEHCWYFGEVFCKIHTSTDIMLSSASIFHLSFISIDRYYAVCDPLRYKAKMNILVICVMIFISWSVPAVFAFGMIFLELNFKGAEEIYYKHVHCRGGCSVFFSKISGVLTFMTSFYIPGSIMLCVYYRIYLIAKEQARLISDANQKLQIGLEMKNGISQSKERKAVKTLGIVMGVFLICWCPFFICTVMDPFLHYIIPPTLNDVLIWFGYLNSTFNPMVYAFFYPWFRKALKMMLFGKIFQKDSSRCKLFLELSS
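System: CHO-derived RD-HGA16 cells with stable Gα16 and human TAAR1. Times: 17-24 h plating, Fluo-8 75 min 37 °C, 30 min RT. Measured by: calcium-sensitive Fluo-8 signal, excitation 470-495, emission 515-575 nm. Read-out basis: % activation relative to PEA EC100 response. Control set: DMSO and PEA EC100. Repeats: no replicates (n 1).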
M5 ag = agonists of human muscarinic M5 receptor (CHRM5). 360,000 tested, 0.19% active. CHO-K1 hM5 cells, Fluo-8 calcium fluorescence; 0% DMSO wells, 100% maximal acetylcholine response. activation, % at 3 µM. P08912;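 active = activation above the run's mean over test compounds plus 3 SD, cut at about 23% in these data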;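 note: signal is peak over basal fluorescence ratio across the kinetic read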
CHRM5 antagonist = antagonists of human muscarinic M5 receptor (CHRM5). P08912. CHO-hM5 cells, Fluo-8 calcium fluorescence, ACh EC80. inhibition, % at 3 µM. 360,000 tested, 0.59% active;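 active = inhibition above a per-plate cutoff, the mean of that plate's test compounds plus 3 SD, cut at about 27% in these data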;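 note: 0% = acetylcholine EC80 with DMSO and 100% = DMSO without agonist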
Numbers without * were called inactive; . = no result given. A portion of the library; count on the stated rates, not on these rows.

Value order – M4 antag	M1 PAM	CHRM5 PAM	M5 ag	TAAR1 agonist	M1 ag	CHRM5 antagonist	CHRM4 agonist	M1 antag
> CCCCn1c(SCC(=O)c2ccc3c(c2)NC(=O)CO3)nc2cc(S(N)(=O)=O)ccc21
  4	1	-3	2	1	-6	0	2	1
> CCN(c1ccccc1)c1cc(C)nc2nc(C)nn12
  -11	13	-3	0	0	3	0	1	-4
> O=C(/C=C/c1ncc(C(F)(F)F)cc1Cl)OCc1ccccc1
  6	-1	-4	0	2	-1	-1	3	0
> Cc1cccc(CCNC(=O)CCNC(=O)Cn2ccc3ccccc3c2=O)c1
  8	-8	-6	-2	8	-5	6	0	16
> CCOc1ccc(NC(=O)CN(C)C(=O)c2ccc(C)c(S(=O)(=O)N3CCCCC3)c2)cc1OCC
  7	4	-1	-1	1	-4	6	2	5
> COc1ccc(C2Nc3ccccc3C(=O)N2NC(C)=O)cc1OC (stereo not drawn)
  -8	4	0	0	5	-3	3	1	-3
> CC(=O)c1c(N2CCCC2)[nH]c(-c2ccccc2)nc1=S
  9	3	0	1	1	-5	0	0	-2
> O=C(CCN1C(=O)c2ccccc2C1=O)N1CCN(c2ccccc2)CC1
  -1	4	1	4	1	-3	-13	4	-2
> O=C(c1ccccc1NS(=O)(=O)c1ccc(Br)s1)N1CCOCC1
  4	4	-3	1	16	-3	2	1	3
> O=C(O)c1ccc(N2Cc3ccccc3C2)cc1O
  0	8	-3	2	.	-1	3	1	-24
> O=C(COC(=O)C12CC3CC(CC(C3)C1)C2)Nc1ccccc1F
  -2	10	-4	2	4	-4	-8	-3	-8
> O=C1ON=C(c2ccccc2)/C1=C/c1ccc(OS(=O)(=O)c2ccccc2)cc1
  -1	4	0	-8	1	-11	6	1	-4
> COc1cc(OC)cc(-c2cc3nc(C)c(CCC(=O)NCc4ccccc4)c(C)n3n2)c1
  0	-1	6	-3	0	-6	-1	-1	-19
> O=c1c(-c2ccc(O)cc2)coc2c(C3O[C@H](CO)[C@@H](O)[C@H](O)[C@H]3O)c(O)ccc12 (stereo partly drawn)
  -8	12	3	-4	2	0	-3	0	-16
> S=C1NCCOCCOCCOCCOCCN1
  2	4	3	0	-2	-3	-3	0	-21
> COc1ccc(S(=O)(=O)NCCC(=O)OCC(=O)NC2CC2)cc1
  -1	4	-1	4	6	2	3	0	-13
> O=C(Cn1nnc(-c2ccccc2F)n1)N1CCCCC1
  -1	3	-6	5	5	-4	9	1	1
> O=C(CN(Cc1ccccc1Cl)C(=O)c1csnn1)NC1CCCC1
  1	-1	0	2	0	-4	-6	1	3
> CC(=O)NC(c1ccc(F)c(F)c1)c1nc(-c2cccc(C(C)C)c2)cs1 (stereo not drawn)
  2	2	-6	-1	9	-5	4	3	-6
> Cc1nc2sc(C(c3ccc(Br)cc3)N3CC(C)OC(C)C3)c(O)n2n1 (stereo not drawn)
  1	5	-3	-2	0	-1	-5	1	2
> C#CCSc1cc(C(F)(F)F)nc(-c2ccccn2)n1
  8	2	-6	-5	0	-11	10	1	-8
> CCOC(=O)c1sc(NC(=O)c2c(CC)noc2C)nc1C
  1	-2	-3	-2	-3	-5	8	1	12
> O=C1CC(c2cccc(Cl)c2)CC(O)=C1C=NC1CCCC1 (stereo not drawn)
  8	3	-3	-5	3	-10	-7	0	-8
> CC(C)(C)C(=O)Nc1cc(C(F)(F)F)ccc1-n1ccnc1
  -9	8	3	4	1	-3	2	1	-10
> NC(=O)C1(N2CCCCC2)CCN(C2CC(=O)N(Cc3cccs3)C2=O)CC1 (stereo not drawn)
  -11	-2	5	-5	9	-7	-6	1	4
> O=C(COc1ccccc1Cl)NCCC1=CCCCC1
  0	2	-3	-7	-1	-8	3	-1	-3
> CC1CCCCC1NC(=O)CN1c2cccc3cccc(c23)S1(=O)=O (stereo not drawn)
  -9	-2	-1	2	12	-1	-5	3	-2
> Fc1ccc(-c2nc3c(-c4ccc(F)cc4)cnn3cc2CCN2CCOCC2)cc1
  -17	11	6	1	-1	-5	6	3	-12
> C=CCN(c1ccc(C(=O)Nc2cccc([N+](=O)[O-])c2)cc1)S(C)(=O)=O
  8	12	-6	0	5	-4	6	6	-15
> COc1c(Cl)ccc(Cl)c1C(=O)NCc1ccco1
  -15	8	5	-15	1	-8	-7	0	-14
> COc1ccc(NC(=O)c2sc(=O)n(Cc3ccc4ccccc4c3)c2C)cc1OC
  0	2	-3	0	0	-3	-1	2	-12
> COc1cc(C2=NOC(C(=O)N3CCCCCC3)C2)cc(OC)c1OC (stereo not drawn)
  10	7	0	5	2	-2	-5	0	-5
> CN(C)S(=O)(=O)c1ccc(NC(=O)c2ccccn2)cc1
  -11	2	-1	0	2	-3	-5	1	-18
> COCCNC(=O)/C(C#N)=C/c1ccc(O)cc1
  15	-1	4	1	1	-2	-1	0	0
> CCOc1ccc(NC(=O)C2CCCN2C(=O)Oc2ccccc2)cc1 (stereo not drawn)
  9	-1	-6	-3	1	-4	14	1	3
> COC(=O)NCC(c1ccc2c(c1)OCO2)N1CCN(c2ccccc2)CC1 (stereo not drawn)
  -5	-7	0	-1	2	-2	8	0	19
> COc1ccc(NC(=O)CN2C(=O)COc3ccc(S(=O)(=O)N4CCCCCC4)cc32)cc1
  2	1	2	-2	7	-6	7	0	-4
> CN1C(=O)C(=O)/C(=C(/O)c2ccccc2)C1c1ccccc1 (stereo not drawn)
  3	10	3	4	3	3	-8	0	-14
> CCOc1ccc(Oc2ccccc2NS(=O)(=O)c2ccc(CCC(=O)O)cc2)cc1
  -5	2	-10	13	8	7	16	17	-4
> CCOC(=O)N1CCN(C(=O)c2ccc3oc(CCCc4ccccc4)nc3c2)CC1
  -6	-12	-1	-3	3	-4	6	4	14
> CCCCCC(=O)N/N=C/c1ccco1
  4	9	0	-3	-1	-5	-1	0	-1
> Cc1nc(-c2cccc(C(F)(F)F)c2)sc1C(=O)O
  9	-1	1	0	2	-4	7	0	6
> O=C(NC(Nc1nc2ccc([N+](=O)[O-])cc2s1)(C(F)(F)F)C(F)(F)F)c1ccccc1Cl
  15	-11	-19	6	7	4	49*	7	19
> CCCCn1c(N)c(N(CCOC)C(=O)C2CC(=O)N(c3ccc(CC)cc3)C2)c(=O)[nH]c1=O (stereo not drawn)
  -17	9	1	4	9	-2	-3	9	-9
> O=C(Nc1ccn(-c2ccccc2)n1)c1ccc(S(=O)(=O)N2CCCCCC2)cc1
  -9	2	4	-1	5	-3	-5	9	-6
> COCCNC(=O)c1ccccc1NC(=O)CCSc1ccccc1
  -6	5	3	-2	3	0	4	2	4
> Cn1c2ccc(F)cc2c2ncn(CC3CCCO3)c(=O)c21 (stereo not drawn)
  3	-3	-9	-2	1	-2	14	0	4
> CCCc1c2ccccc2nc2ccccc12
  -3	10	-4	-2	70*	-10	0	-1	-12
> CCCC/C=C1\CCc2c([nH]c3ccccc23)C1=O
  -9	7	-7	-3	-1	-4	7	0	-10
> COc1ccccc1-c1nc2n(n1)C(c1ccccc1Cl)C(C(N)=O)=C(C)N2 (stereo not drawn)
  -4	7	2	1	1	-3	2	0	-10

The listing continues:
Value order – M4 antag	M1 PAM	CHRM5 PAM	M5 ag	TAAR1 agonist	M1 ag	CHRM5 antagonist	CHRM4 agonist	M1 antag
> CCc1nnc(NS(=O)(=O)c2ccc(NC(=O)c3cccc(OC)c3)cc2)s1
  -3	15	10	-1	2	0	-2	1	-15
> CCCNC(=S)N1CCN(c2nc(-c3cccc(OC)c3)cs2)CC1
  -4	0	7	5	8	-2	-10	9	-2
> Cc1ccc(S(=O)(=O)N2CCN(CC(=O)NCC3(N4CCOCC4)CCCCC3)CC2)cc1
  5	2	1	1	4	-5	1	0	-4
> COc1cccc(NC(=O)Cc2nnc(SCC(=O)NC3CCCC3)n2C)c1
  7	2	0	-2	7	-4	9	0	-1
> CCCCSCCCNC(=O)c1cn(C)c2ccc(S(=O)(=O)N3CCCC3)cc2c1=O
  -1	5	1	-2	-2	-3	2	0	-7
> CCc1ccc(-c2ccc3nnc(SCC(N)=O)n3n2)cc1
  -16	6	1	-6	2	-5	-3	0	-9
> O=C(NCCOC(=O)C1COc2ccccc2O1)C1COc2ccccc2O1 (stereo not drawn)
  -2	3	-3	0	4	0	-2	1	-1
> C/C(=N\NC(=O)C1COc2ccccc2O1)c1cccs1 (stereo not drawn)
  9	2	-2	0	0	-6	6	1	1
> Cc1cccc(CC(=O)Nc2cc(=O)n(C)c(=O)n2C)c1
  4	8	2	0	0	2	-3	1	-11
